# Sm TGR inh: blocks Schistosoma mansoni thioredoxin glutathione reductase; Q962Y6; purified TGR, DTNB reduction, TNB absorbance 405 nm; Potency, µM (top dose mostly 114 µM), inactives show at the highest dose activity change, negative = inhibition, hits mostly inhibitors; 360,000 compounds, 3% hits; AID 485364; also: potency is read from the fitted curve at half-maximal effect; nearly all actives have a fitted effect of over 60% in size
#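 TGR 20 nM + NADPH 100 uM (dispensed conc.), cpd preinc 15 min RT; start with NADPH (500 uM addition) then DTNB (15 mM addition). Kinetic TNB absorbance, 405 nm filter. Four-parameter Hill fit across titration.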
# AMA1-RON2 inh: inhibitors of Plasmodium falciparum AMA1-RON2 interaction; AlphaScreen AMA1-biotinylated RON2 peptide binding; Potency, µM (titrated, usually from 58.2 µM), for the others: at the top dose activity change, negative = inhibition, most hits filed as inhibitors; 360,000 compounds, 0.2% hits;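 also: potency is read from the fitted curve at half-maximal effect; 0% = vehicle wells and -100% = peptide control; nearly all actives have a fitted effect of over 45% in size; some results filed as inactive show a strong effect at the top dose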
#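 AMA1 (3D7) with his tag at 25 nM final met compounds first, then biotinylated RON2 peptide at 25 nM; detection used donor plus acceptor beads, 10 µg/mL apiece, read by AlphaScreen after 30 min at room temperature.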
# Giardia FBPA inh: inhibitors of Giardia lamblia fructose-1,6-bisphosphate aldolase. 290,000 compounds, 0.71% hits. AID 2451. A8B2U2. purified Giardia FBPA. Potency, µM (titrated, usually from 59.6 µM), inactives show top-dose activity, negative = inhibition, hits mostly inhibitors; also: potency is read from the fitted curve at half-maximal effect; nearly all actives have a fitted effect of over 55% in size
# Target sequence (A8B2U2 whole entry, looked up): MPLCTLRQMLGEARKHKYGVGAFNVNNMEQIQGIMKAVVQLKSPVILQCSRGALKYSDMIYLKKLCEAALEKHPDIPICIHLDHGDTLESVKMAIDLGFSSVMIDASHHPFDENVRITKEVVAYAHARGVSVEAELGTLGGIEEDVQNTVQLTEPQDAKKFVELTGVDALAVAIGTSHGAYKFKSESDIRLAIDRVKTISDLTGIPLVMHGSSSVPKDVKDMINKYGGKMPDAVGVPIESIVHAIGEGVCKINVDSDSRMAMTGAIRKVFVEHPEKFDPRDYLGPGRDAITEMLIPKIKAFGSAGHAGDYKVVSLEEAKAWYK
#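 Giardia FBPA (40 nM reagent) was preincubated 10 min at RT with compound (up to 57.5 uM final), then substrate plus GAPDH/TPI/NAD/arsenate coupling system with diaphorase/resazurin was added; resorufin fluorescence (525/598 nm) was read after 20 min.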
# HCMV inh: inhibitors of human cytomegalovirus; HFF cells, HCMV-luciferase reporter, 72 h; hits give low values; activity change, negative = inhibition, % at 57.5 µM; 410,000 compounds, 4.5% hits; AID 1259415; in the data active = activity change below about -60%; inconclusive = no clear call, values can overlap the other calls; inactive = above about -39%
#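 Inhibition of viral replication was scored as loss of reporter luminescence in HFFs infected with HCMV-luciferase (MOI 1 PFU/cell) for 72 h; compounds tested at 2 doses, normalized to buffer and Salinomycin controls.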
# AmpC no deterg: AmpC beta-lactamase inhibition without detergent; P00811; AmpC nitrocefin hydrolysis, absorbance 480 nm, 0.0001% Triton; Potency, µM (top dose mostly 57.1 µM), inactives show top-dose activity change, negative = inhibition, hits mostly inhibitors; 330,000 compounds, 0.52% hits; AID 485341;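 also: potency is read from the fitted curve at half-maximal effect; plate controls were no compound for no effect and no enzyme for full effect; nearly all actives have a fitted effect of over 20% in size; some results filed as inactive show a strong effect at the top dose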
# Target sequence (P00811 whole entry, looked up): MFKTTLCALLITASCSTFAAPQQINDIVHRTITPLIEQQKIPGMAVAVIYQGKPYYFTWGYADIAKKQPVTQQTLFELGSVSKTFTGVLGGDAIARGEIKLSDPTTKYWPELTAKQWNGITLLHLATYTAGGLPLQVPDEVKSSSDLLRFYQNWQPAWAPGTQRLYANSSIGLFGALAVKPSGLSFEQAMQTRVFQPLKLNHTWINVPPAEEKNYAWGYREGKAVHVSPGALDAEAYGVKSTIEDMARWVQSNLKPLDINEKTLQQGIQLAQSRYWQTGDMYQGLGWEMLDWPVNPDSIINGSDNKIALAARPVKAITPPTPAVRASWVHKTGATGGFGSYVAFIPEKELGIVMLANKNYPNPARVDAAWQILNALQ
#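 20 mM phosphate pH 7.0 + 0.01% (detergent screen) or 0.0001% Triton X-100; 5.3 nM AmpC reagent; cpd preinc 15 min RT; nitrocefin (800 uM stock) to start; A480 q20 s × 4 min; Activity was normalised to no-enzyme and no-compound control wells.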
# AmpC inh detg: AmpC beta-lactamase inhibition with detergent present; Potency, µM (highest dose often 114 µM), for the others: top-dose activity change, negative = inhibition, hits mostly inhibitors; AID 485294; AmpC hydrolysis of nitrocefin, absorbance 480 nm, 0.01% Triton; 370,000 compounds, 0.041% hits;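 also: potency is read from the fitted curve at half-maximal effect; 0% = no-compound wells and -100% = no-enzyme wells; nearly all actives have a fitted effect of over 25% in size; some results filed as inactive show a strong effect at the top dose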
#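 20 mM phosphate pH 7.0 + 0.01% (detergent screen) or 0.0001% Triton X-100; 5.3 nM AmpC reagent; cpd preinc 15 min RT; nitrocefin (800 uM stock) to start; A480 q20 s × 4 min; Activity was normalised to no-enzyme and no-compound control wells.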
# * = called active by the depositor; ? = inconclusive; . = not tested or not shown; & = joins results of further samples; [ ] = dose if it differs, or a comment. Unless noted, calls follow the shape of the dose curve; as a rule, active = well fitted curve in the direction sought with a large enough effect; inconclusive = small, poorly fitted or top-dose-only effect, or another doubt; inactive = no such curve, though single readings can be large; an effect the other way counts as inactive or inconclusive. Unless noted, % is scaled to controls: 0 for no effect and ±100 for the full control effect.
SMILES,Sm TGR inh,AMA1-RON2 inh,Giardia FBPA inh,HCMV inh,AmpC no deterg,AmpC inh detg
NNC(=O)c1ccccc1-n1cccc1,-7%,13%,0%,?,-7%[11.4 µM],-13%
CN(CC(=O)NCCC1=CCCCC1)S(=O)(=O)c1ccc2c(c1)CCC(=O)N2,-5%,7%,12%,10,3.2µM*,?
COc1ccc(S(=O)(=O)NN(C)C)cc1N(C)S(=O)(=O)c1ccc(Cl)cc1,5%,13%,7%,-64*,-13%,?
CC12CCC(C(=O)Nc3nc4ccccc4s3)(OC1=O)C2(C)C (stereo unspecified),.,-9%,-1%,-18,30%,1%
Cc1ccc(NC(=O)Cc2nnc(SCC(=O)c3ccc(Br)cc3)n2C)cc1,1%,-2%,1%,-1,-15%,?
Cc1nc2nc3c(cn2n1)C(=O)CC(C)(C)C3,5%,26%,3%,-3,4%,-5%
CC(C)N1CCC2(CC1)N=C(c1ccc3c(c1)OCO3)CC(c1cc(Cl)ccc1O)N2 (stereo unspecified),?,-12%,2%,-81*,18µM*,-5%
Cc1ccc(C)c(NC(=O)COC(=O)Cc2ccsc2)c1,22%,0%,-2%,-22,-21%,1%
CC(=O)Nc1ccc(NC(=O)CN(C)S(=O)(=O)c2ccc3nc(C)sc3c2)cc1,8%,0%,-1%,6,-14%,1%
Clc1ccc(CN2CCC(c3ccccc3)CC2)cc1,2%,-8%,0%,-103*,-8%,3%
COC(=O)c1nc(N)sc1-c1ccc(Cl)cc1,0%,22%,0%,218,-5%,?
Cc1c(Cl)cccc1NC(=O)C1CCN(S(C)(=O)=O)CC1,-7%,-6%,-3%,-21,-8%,-2%
NC(=O)C1CCN(C(=O)CC(c2ccccc2)c2ccccc2)CC1,1%,9%,6%,32,28%,-8%
COc1cc(/C=C/C(=O)c2ccccc2O)cc(OC)c1OC,?,-3%,-4%,16,42%,0%
CCOC(=O)Cc1csc(NC(=S)NC(=O)c2ccccc2C)n1,-9%,22%,?,?,-36%,?
CCOC(=O)/C(C#N)=C/C=C1\C=Cc2ccccc2N1CC,.,?,-13%,-27,28%,-4%
O=C(NCCC(=O)N1CCCCCCC1)c1ccc(Cl)cc1,26%,24%,.,1,-4%,6%
CCN1CCN(Cc2ccc(NC(=O)c3ccc(C)c(NC(=O)C(=O)c4c[nH]c5ccccc45)c3)cc2C(F)(F)F)CC1,-22%&4%,?,-6%&-1%,-101*,180%&166%[activator],?
COc1ccc(-n2ncc3c(SCC(=O)N4CCN(c5ccccc5OC)CC4)ncnc32)cc1,-8%,5%,-1%,-14,-2%,-9%
O=C(c1ccc(Oc2ccc([N+](=O)[O-])cc2Cl)cc1)N1CCCC1,4%,-11%,3%,?,-1%,-5%
CN1CCN(S(=O)(=O)c2cccc(C(=O)NCCC3=CCCCC3)c2)CC1,3%,30%,.,21,60%,-8%
COc1ccc(C(=O)c2ccc(OC)c(Br)c2)cc1Br,10µM*,-4%[11.6 µM],-4%,-19,-21%,?
COc1ccc(NC(=O)c2cc(=O)c3ccccc3o2)cn1,0%,16%,-17%,-4,-13%,-15%
CN1CCc2c(sc3c2C(=O)NC(c2ccc(-c4ccc(Cl)cc4)o2)N3)C1 (stereo unspecified),?,2%,-24%,41,10%,-3%
O=C(Nc1ccc(F)cc1)C1CCN(S(=O)(=O)c2ccc3c(c2)CCCN3C(=O)C2CCC2)CC1,4%,.,.,-28,.,6%
Cc1ccc(C)c(Nc2c([N+](=O)[O-])c(=O)oc3ccccc23)c1,-4%,7%,-9%,?,-33%,-1%
COc1ccccc1C(c1nnnn1CC1CCCO1)N1CCN(c2ccccc2)CC1 (stereo unspecified),-1%,-22%,-19%,-31,65%[activator],-1%
O=C(NCC1CCCO1)/C(=C\c1cccs1)NC(=O)c1ccccc1 (stereo unspecified),-2%,1%,9%,0,-14%,3%
CC(=O)c1ccc(N2CCN(S(=O)(=O)c3ccc(-c4cc(C(F)(F)F)on4)s3)CC2)cc1,2%,.,.,-16,.,8%
Cc1cc(-c2ccccc2)nc(Oc2cccc(C(F)(F)F)c2)c1S(C)(=O)=O,0%,40%[activator],2%,23,5%,-14%
O=C(CCS(=O)(=O)c1ccccc1)NNC(=O)CSc1ccccc1F,.,102%[activator],.,?,-6%,.
Cc1cc(C)cc(C(=O)N2CCCCCC2)c1,0%,2%,4%,3,-10%,-2%
COc1ccc(NC(=S)N2CCNC(=O)C2CC(=O)Nc2ccc(C)cc2)cc1 (stereo unspecified),-4%,-12%,1%,-27,29%,?
O=C(Nc1ccc(-n2nncc2-c2ccco2)cc1)c1cccc(F)c1,?,-7%,-10%,-35,-28%,1%
CCOC(=O)CCc1c(C)c2ccc(OCc3nn[nH]n3)cc2oc1=O,-28%,3%,?,8,-9%,-7%
O=C(CCc1nnc2ccc(NCc3ccco3)nn12)N1CCN(c2ccc(F)cc2)CC1,-3%,0%,4%,-11,89%[activator],-8%
CN(C(=O)Nc1ccc(Cl)cc1)n1cnc2ccccc2c1=O,19%,-3%,0%,2,-23%,-13%
COc1ccc(NC(=O)c2cc(S(=O)(=O)N3CCOCC3)ccc2OC)cc1,2%,.,.,-22,.,2%
Cc1ccccc1C(=O)NNC(=S)NC(=O)c1cccs1,0%,62%[activator],27%,-8,-49%,-5%
CCn1c(=O)cc(OCC(=O)NCc2ccccc2OC)c2ccccc21,0%,.,.,-9,.,19%
CC(C)(c1ccccc1)c1ccc(OCC(O)CN2CCCC2)cc1 (stereo unspecified),7%,-1%,?,-32,60%,-11%
O=C(CN(c1ccc(F)cc1)S(=O)(=O)c1ccc2c(c1)OCCO2)NCc1ccccn1,18%,32%[activator],1%,0,0%,-11%
CCOc1ccc2[nH]c(=O)c(C(c3nnnn3C3CCCCC3)N3CCN(CC)CC3)cc2c1 (stereo unspecified),0%,-4%,4%,-16,61%[activator],?
O=C(Nc1cccc(Cl)c1N1CCCC1)c1ccco1,-5%,-1%,6%,-20,0%,-7%
COc1cccc(NC(=O)c2sc3nc(C)c(C(=O)Nc4ccc(C)cc4C)c(-c4ccc(C)o4)c3c2N)c1,-5%,.,.,-4,.,-6%
Cc1ccc(C(=O)/C=C2\NCCNC2=O)cc1,7%,-11%,4%,73,-5%,2%
COc1ccc(S(=O)(=O)N2CCC3(CC2)OCCN3S(=O)(=O)c2cccs2)cc1,6%,5%,.,-25,-21%,-12%
O=C(O)Cn1c(-c2ccccn2)nc2ccccc21,5%,87%[activator],-20%,34,-26%,11%
COc1cccc(CN2CCN(C(=O)c3ccc(-c4ccccc4)cc3)CC2)c1,7%,?,?,-11,153%[activator],?
CCCCC#Cc1cncc(C(=O)N/N=C/c2cccc(OC)c2)c1,0%,2%,-2%,22,-9%,6%
COc1cc(/C(C)=N/NC(=O)CSc2nnc(C)s2)ccc1O,8%,9%,-1%,-1,-6%,-6%
Cc1ccc(S(=O)(=O)N2CCC(=O)N(C(COCc3cccc(Cl)c3)Cc3ccccc3)CC2)cc1 (stereo unspecified),-7%,-17%,-7%,-16,4%,?
Brc1ccc2c(c1)C(OC1CN3CCC1CC3)c1ccccc1CS2 (stereo unspecified),89µM*,-3%,-2%,-27,125%[activator],-14%
CCCC(NC(=O)c1ccccc1)c1nc2ccccc2n1Cc1ccc(C(=O)OC)o1 (stereo unspecified),-2%,-6%,-2%,12,-10%,-8%
CCN(CC(=O)Nc1c(F)cccc1F)C(=O)C1CCN(S(=O)(=O)c2ccc(C)cc2C)CC1,-7%,0%,.,-10,92%[activator],?
O=c1cc(O)c(-c2cccc(C(F)(F)F)c2)c(Cl)[nH]1,-2%,6%,10%,-15,-7%,6%
COc1ccc(-c2nnc(SCC(=O)c3ccc(O)cc3O)o2)cc1,1%,1%,9%,28,-46%,-15%
COC(=O)CNC(=O)c1cc(OC)cc(OC)c1,.,13%,-4%,-12,2%,-7%
O=C(CCc1ccccc1)OCCN1CCOCC1,8%,4%,2%,-2,2%,?
Cc1ccc(S(=O)(=O)N2CCOCC2)cc1NC(=O)COC(=O)Cn1c(C)csc1=O,-2%,-16%,.,-16,-3%,-2%

# A portion of the results above, as a working copy:
SMILES,Sm TGR inh,AMA1-RON2 inh,Giardia FBPA inh,HCMV inh,AmpC no deterg,AmpC inh detg
O=C(CCc1ccccc1)OCCN1CCOCC1,8%,4%,2%,-2,2%,?
Cc1ccc(S(=O)(=O)N2CCOCC2)cc1NC(=O)COC(=O)Cn1c(C)csc1=O,-2%,-16%,.,-16,-3%,-2%

# Remaining list, next part
SMILES,Sm TGR inh,AMA1-RON2 inh,Giardia FBPA inh,HCMV inh,AmpC no deterg,AmpC inh detg
Cc1nc(CC(=O)Nc2ccc(C(N)=O)cc2)cs1,0%,.,.,3,.,10%
CCCCn1c(=O)c2oc3ccccc3c2n(CC(=O)Nc2cccc(Cl)c2C)c1=O,1%,.,.,-25,.,-14%
CCN(CC)CCNC(=O)CCn1nc(-c2ccc(Cl)cc2)ccc1=O,0%,4%,7%,-10,-1%,-1%
COc1ccc(S(=O)(=O)n2c([N+](=O)[O-])cnc2C)cc1OC,5%,-7%,-7%,-17,-23%,1%
CC1CCCC(C)N1c1ccc(S(=O)(=O)N2CCOCC2)cc1Cl (stereo unspecified),-1%,-2%,0%,5,107%[activator],0%
CCc1cccc(NS(=O)(=O)c2ccc(-n3cccn3)cc2)c1,3%&-3%,8%,4%,-33&-36,-22%,?
O=C(CC12CC3CC(CC(C3)C1)C2)N1CCCOC1,-4%,-3%,7%,40,-4%,-13%
O=C(c1ccc(C(F)(F)F)cc1)C1CCCN(C2CCSCC2)C1 (stereo unspecified),-16%,-5%,1%,16,-2%,-5%
CC(C)(C)OC(=O)C[C@@H]1C/C=C\C[C@@H](CC(=O)NCCO)C(=O)N[C@H](C(C)(C)C)COC1=O,.,-5%,.,11,3%,.
O=C(Cn1cnc2c(nnn2-c2ccccc2)c1=O)NCc1ccc(F)cc1,6%,-12%,0%,36,-10%,-7%
COc1cc(C(=O)Nc2cc(C(F)(F)F)ccc2Cl)cc(OC)c1OC,?,0%,-1%,-20,10%,-12%
COc1ccc(Cc2nc3ccc(C(=O)NCc4ncc(C)[nH]4)cc3o2)cc1OC,-7%,14%,-1%,18,30%,-4%
O=C(COc1cccc(C(F)(F)F)c1)NCC(c1ccco1)N1CCCC1 (stereo unspecified),.,5%,.,-17,96%[activator],.

# Shown field by field: part of the list above
SMILES: CCCCn1c(=O)c2oc3ccccc3c2n(CC(=O)Nc2cccc(Cl)c2C)c1=O
- Sm TGR inh: 1%
- AMA1-RON2 inh: .
- Giardia FBPA inh: .
- HCMV inh: -25
- AmpC no deterg: .
- AmpC inh detg: -14%
SMILES: CCN(CC)CCNC(=O)CCn1nc(-c2ccc(Cl)cc2)ccc1=O
- Sm TGR inh: 0%
- AMA1-RON2 inh: 4%
- Giardia FBPA inh: 7%
- HCMV inh: -10
- AmpC no deterg: -1%
- AmpC inh detg: -1%

# Screens: PubChem BioAssay, National Center for Advancing Translational Sciences (NCATS)
